GSK3beta inhib – human GSK3beta kinase inhibition | 300,000 compounds, 0.038% hits | AID 2097 | P49841 | activity score (negative = inhibition), % at 10 µM | GST-GSK3beta kinase, ADP-Glo luminescence, 60 min; active compounds read low;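 active = more than half of replicate wells score below -50%, meaning over 50% inhibition versus plate controls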;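 also: 0% = median DMSO wells and -100% = median GW8510 positive control wells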
Target sequence (P49841 whole entry, looked up): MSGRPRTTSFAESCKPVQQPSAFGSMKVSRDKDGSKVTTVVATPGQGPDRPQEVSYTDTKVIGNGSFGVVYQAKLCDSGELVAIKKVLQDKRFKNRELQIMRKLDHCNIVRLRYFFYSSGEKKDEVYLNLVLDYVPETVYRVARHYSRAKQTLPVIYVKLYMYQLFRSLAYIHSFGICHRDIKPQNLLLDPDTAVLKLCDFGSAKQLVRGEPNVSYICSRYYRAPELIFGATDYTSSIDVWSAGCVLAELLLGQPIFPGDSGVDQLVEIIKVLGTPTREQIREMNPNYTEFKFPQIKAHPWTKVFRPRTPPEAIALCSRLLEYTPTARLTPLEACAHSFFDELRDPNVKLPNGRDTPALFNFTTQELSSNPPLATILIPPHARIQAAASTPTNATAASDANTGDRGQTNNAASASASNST
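Assay system: GST-tagged human GSK3beta kinase, cell-free; Input: 1.6 ng GSK3beta; Medium: Tris/MgCl2 kinase buffer; Timing: 60 min enzyme reaction, room temperature; Signal: ADP-Glo luminescence quantifying ADP generated by kinase; Evaluation: score relative to plate controls; Benchmarks: DMSO neutral wells and GW8510 at 20 µM as positive.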
GSK3A inh – blocks human GSK-3 alpha kinase; ADP-Glo luminescence, 60 min; inhibition, % at 10 µM; 320,000 compounds, 0.1% hits; AID 2650;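 in the data active = inhibition above about 50%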;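 also: GST-tagged GSK-3 alpha with peptide substrate and 25 µM ATP; 0% = DMSO neutral wells and 100% = GW8510 positive control wells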
RGS4 block – human RGS4 inhibition; 310,000 compounds, 0.45% hits; HEK293 M3R/RGS4 inducible, Fluo-4 calcium flux; active compounds read high; triggered by carbachol at its EC20; B-score at 10 µM; AID 463165;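 active = B-score, a plate-corrected calcium signal, over three deviations above library mean, with baseline fluorescence within five deviations of library mean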;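 also: RGS4 expression induced by doxycycline in cells with stable M3 receptor; B-score is computed from the integrated fluorescence ratio over baseline after carbachol; higher B-score means a larger calcium signal and so more RGS4 inhibition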
Target sequence (P49798 whole entry, looked up): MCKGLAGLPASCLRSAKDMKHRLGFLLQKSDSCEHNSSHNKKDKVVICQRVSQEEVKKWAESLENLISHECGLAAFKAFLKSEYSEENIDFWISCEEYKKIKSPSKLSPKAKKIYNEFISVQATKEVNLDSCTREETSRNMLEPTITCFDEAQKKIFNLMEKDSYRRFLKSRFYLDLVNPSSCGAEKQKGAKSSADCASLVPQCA
PolyA inhibitor – yeast polyadenylation inhibition; calls only at 12 µM; S. cerevisiae SKY197-pL101 polyadenylation reporter, beta-gal luminescence; efflux-impaired pdr1/pdr3 knockout yeast; score 100 = 6 SD above DMSO; 300,000 compounds, 0.02% hits;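 active = lowest replicate activity score at least 50, where 100 means six control SD above control mean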;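 also: yeast exposed to compound for 9 h at 30 °C; higher score means more reporter readthrough which indicates perturbed polyadenylation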
KCNQ1 inh – inhibitors of human KCNQ1 potassium channel. P51787. CHO-K1 KCNQ1, FluxOR thallium flux fluorescence; active compounds read high. B-score at 10 µM. 310,000 compounds, 1.3% hits;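 active = compounds whose thallium flux B-score, printed positive for inhibition, exceeds three library SD while starting fluorescence stays within three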;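 also: channel opened by potassium depolarization with thallium stimulus after 20 min compound exposure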
hERG protect – hERG (human) protection from proarrhythmic block; Q12809; CHO-hERG, FluxOR thallium flux, dofetilide IC70 present; activation (rescue from dofetilide block), less the hit threshold, % at 10 µM; 310,000 compounds, 0.51% hits;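 active = activation above the mean of controls blocked by dofetilide plus 5 SD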;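 also: thallium influx through hERG after potassium depolarization seen as dye fluorescence rise; in these data hits start at about 4.7%; inactives centre near -7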
RGS4 act – RGS4 potentiation or activation. HEK293 M3R/inducible RGS4, carbachol calcium flux Fluo4; active compounds read low. B-score at 10 µM. 310,000 compounds, 0.92% hits. AID 463111;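 active = B-score of the integrated calcium signal more than 4 SD below the library mean, with starting fluorescence not abnormally high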;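 also: negative B-score means reduced calcium response which marks RGS4 activation or potentiation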
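Detection: kinetic calcium fluorescence imaging with Fluo4-AM dye, 2 µM / Material: HEK293 cells with stable M3R and inducible RGS4 / Schedule: recording 10 s baseline at 1 Hz, 100 s post-agonist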
KCNQ1 act – potentiators or activators of human KCNQ1 potassium channel; B-score at 10 µM; AID 2648; CHO-K1 KCNQ1, thallium flux FluxOR fluorescence; active compounds read high; 310,000 compounds, 0.35% hits;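 active = fluorescence ratio B-score, a plate-corrected score, at least three library SD, with initial intensity B-score within 5 SD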
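assay system = KCNQ1-transfected CHO-K1 cells | medium = assay buffer with matched DMSO | probe or stimulus = depolarizing K+/Tl+ stimulus, K2SO4 and Tl2SO4 each 12.5 mM in 5x stock | dosing = single dose | incubation = dye 90 min, compound 20 min, room temperature | detection = kinetic FluxOR fluorescence, 10 s baseline plus 110 s post-stimulus | evaluation = ratio B score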
DYRK1A inh – inhibitors of rat Dyrk1A kinase; inhibition, % at 12.5 µM; ADP-Glo luminescence, NFATc1 peptide; 310,000 compounds, 0.43% hits; AID 504441; in the data active = inhibition above about 50%;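 also: plate controls were vehicle with enzyme for no effect and no enzyme for full effect; many of its hits are not listed in these tables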
KCNK9 inh – inhibitors of human KCNK9 two-pore domain potassium channel. 310,000 compounds, 1.2% hits. B-score at 10 µM. HEK293 KCNK9, FluxOR thallium flux fluorescence; active compounds read low. Q9NPC2. AID 488922;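 active = ratio B-score over 3 SD below the library mean, with starting fluorescence within 5 SD of its mean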;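 also: negative B-score means less thallium flux so channel inhibition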
KCNK3 inh – human KCNK3 channel inhibition, primary screen. 340,000 compounds, 0.84% hits. O14649. CHO-KCNK3 thallium flux, FluxOR fluorescence; active compounds read low. AID 602410. B-score at 10 µM;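 active = B-score under library mean minus 4 SD, starting fluorescence ratio at most library mean plus 5 SD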;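 also: more negative B-score means stronger inhibition of thallium flux through KCNK3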
Target sequence (O14649 whole entry, looked up): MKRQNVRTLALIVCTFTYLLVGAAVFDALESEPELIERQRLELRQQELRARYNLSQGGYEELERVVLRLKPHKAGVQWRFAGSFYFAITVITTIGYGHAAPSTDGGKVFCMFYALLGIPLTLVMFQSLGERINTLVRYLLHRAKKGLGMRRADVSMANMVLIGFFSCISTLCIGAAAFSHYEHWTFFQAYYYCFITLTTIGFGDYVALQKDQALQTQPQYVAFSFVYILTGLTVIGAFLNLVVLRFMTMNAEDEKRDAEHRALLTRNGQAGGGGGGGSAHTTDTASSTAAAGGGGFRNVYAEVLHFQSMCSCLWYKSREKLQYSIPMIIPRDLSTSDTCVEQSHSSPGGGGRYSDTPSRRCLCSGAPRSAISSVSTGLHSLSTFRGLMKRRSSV
Starred values were filed as active, the others as inactive; i = inactive; . = no result given.

SMILES | GSK3beta inhib | GSK3A inh | RGS4 block | PolyA inhibitor | KCNQ1 inh | hERG protect | RGS4 act | KCNQ1 act | DYRK1A inh | KCNK9 inh | KCNK3 inh
CCn1c(SCC(=O)c2ccc(NC(C)=O)c(OC)c2)nnc1-c1ccc(NS(C)(=O)=O)cc1 | -18 | -1 | i | i | i | -4 | i | i | -4 | i | i
CCCCNC(=O)[C@@H]1CSC2c3ccc(OC)c(OC)c3C(=O)N21 (stereo partly drawn) | -3 | -3 | i | i | i | -1 | i | i | 7 | i | i
CCN(CC)S(=O)(=O)c1ccc(OC)c(NC(=S)Nc2ccc(C)c(C)c2)c1 | -1 | -1 | i | i | i | -6 | i | i | -2 | i | i
O=C(Nc1ccon1)Nc1cc(Cl)ccc1Cl | -4 | -1 | i | i | i | -4 | i | i | . | i | i
O=C(NCc1ccccc1)c1ccc(CN2CCC(Cc3ccccc3)CC2)cc1 | -5 | -2 | i | i | i | -12 | i | i | 3 | i | i
N#CCSc1nnc(CNc2cccc(Cl)c2)o1 | -4 | 0 | i | i | i | -13 | i | i | -3 | i | i
Cc1ccc(Cc2nc(-c3cccnc3)no2)cc1 | 3 | -1 | i | i | i | -8 | i | i | -3 | i | i
COc1cc(-c2ccc3oc(-c4ccsc4)c(C#CC4(O)CCCCC4)c3c2)cc(OC)c1OC | 4 | -5 | i | i | i | -9 | i | i | 8 | i | i
O=C(Cn1ncc2c3ccccc3n(Cc3ccccc3)c2c1=O)NCCCN1CCCC1 | 3 | -1 | i | i | i | -12 | i | i | 4 | i | i
CS(=O)(=O)c1ccc(C(=O)Nc2ccc(S(=O)(=O)N3CCCCC3)cc2)cc1 | 3 | . | i | i | i | -3 | i | i | -5 | i | i
O=c1cc(CN2CCc3ccccc32)nc2sccn12 | 1 | -2 | i | i | i | -8 | i | i | 0 | i | i
O=C(CS(=O)(=O)c1ccc2ccccc2c1)Nc1ccccc1Cl | 1 | -4 | i | i | i | -7 | i | i | 1 | i | i
CCN(CC)CCCNC(=O)c1ccc2c(=O)n(Cc3ccc4c(c3)OCO4)c(=S)[nH]c2c1 | . | -2 | i | i | i | -16 | i | i | . | i | i
Cc1cccc(NC(=S)NC(=O)c2cc(-c3ccccc3)nc3ccccc23)c1 | 0 | -1 | i | i | i | 6.1* | i | 18* | -2 | i | i
Cc1cc(Nc2ccccc2)nc(N)n1 | 0 | 8 | i | i | i | -12 | i | i | 6 | i | i
COc1cccc(NC(=O)CCNC(=O)C2CCN(S(=O)(=O)c3ccc(F)cc3)CC2)c1 | -11 | -3 | i | i | i | -5 | i | i | -5 | i | i
O=C1N2CN(C(c3ccccc3)c3ccccc3)CN=C2SC1(CO)CO | 1 | -1 | i | i | i | -17 | i | i | -3 | i | i
Cn1c(CN2CCN(CC#N)CC2)c(C#N)c2ccccc21 | 9 | 0 | i | i | i | -7 | i | i | 6 | i | i
O=S(=O)(CCn1cccc1)CCn1cccc1 | -1 | -1 | i | i | i | -1 | i | i | -1 | i | i
O=C1NC[C@H](Cc2ccccc2)N(CC2CCCCC2)C1=O | 1 | -3 | i | i | i | -9 | i | i | -8 | i | i

Molecules from the list above with a cyano group (two):
SMILES | GSK3beta inhib | GSK3A inh | RGS4 block | PolyA inhibitor | KCNQ1 inh | hERG protect | RGS4 act | KCNQ1 act | DYRK1A inh | KCNK9 inh | KCNK3 inh
N#CCSc1nnc(CNc2cccc(Cl)c2)o1 | -4 | 0 | i | i | i | -13 | i | i | -3 | i | i
Cn1c(CN2CCN(CC#N)CC2)c(C#N)c2ccccc21 | 9 | 0 | i | i | i | -7 | i | i | 6 | i | i

Other records
SMILES | GSK3beta inhib | GSK3A inh | RGS4 block | PolyA inhibitor | KCNQ1 inh | hERG protect | RGS4 act | KCNQ1 act | DYRK1A inh | KCNK9 inh | KCNK3 inh
Cc1ccccc1NC(=O)c1nn(-c2ccc(F)c(F)c2)ccc1=O | -1 | -1 | i | i | i | -10 | i | i | -5 | i | i
CCOC(=O)CCc1c(C)c(C#N)c2nc3ccccc3n2c1-n1ccnc1 | -2 | 1 | i | i | i | -8 | i | i | 7 | i | i
Cc1ccc2c(c1)c1nnc(SCC(=O)N3CCCc4ccccc43)nc1n2CC(=O)O | 7 | -6 | i | i | i | -4 | i | i | -1 | i | i
Cc1ccc(NC(=O)N2CCCCCC2)cc1C | 0 | 0 | i | i | i | -9 | i | i | -1 | i | i
CC(=O)Nc1cccc(NC(=O)c2cccc(OCc3ccccc3)c2)c1 | -1 | -1 | i | i | i | -9 | i | i | -2 | i | i
CCCC(=O)Nc1ccccc1NC(=O)C1CCCCC1 | -5 | -1 | i | i | i | -14 | i | i | 0 | i | i
O=C(Cn1nnc2ccccc21)OCC(=O)c1ccc(Cl)cc1 | 5 | -1 | i | i | 7* | -12 | i | i | . | i | .
CCOc1cc(/C=N/N=C2/NC(=O)C(CC(=O)O)S2)ccc1OCc1ccccc1Cl (stereo not drawn) | -5 | 0 | i | i | i | -11 | i | i | 2 | i | i
FC(F)(F)c1nnc2c(Sc3ccccc3)nc3ccc(Cl)cc3n12 | 0 | -2 | i | i | i | -10 | i | i | 2 | i | i
C(#Cc1ccc(C#CCN2CCCC2)cc1)CN1CCCC1 | -1 | . | i | i | i | -10 | i | i | -1 | i | i
Cc1ccc(-n2ccc(=O)c(C(=O)Nc3ccc(S(=O)(=O)Nc4nccs4)cc3)n2)cc1 | 12 | -2 | i | i | i | -1 | i | i | -4 | i | i
CC(NC(=O)c1cccc(S(=O)(=O)N(C)C)c1)C1CC2CCC1C2 (stereo not drawn) | 3 | -3 | i | i | i | 0 | i | i | -1 | i | i
C/C(CC(=O)Nc1c(Cl)cccc1C(F)(F)F)=N\NC(=O)c1cnccn1 | -5 | -2 | i | i | i | -5 | i | i | 2 | i | i
Cc1cc(N2CCOCC2)n2nc(C(F)(F)F)c(-c3ccccc3)c2n1 | -3 | 0 | i | i | i | -7 | i | i | -2 | i | i
Cc1ccc(NC(=O)CCc2nc3ccccc3[nH]2)cc1C | -2 | 0 | i | i | i | -8 | i | i | 3 | i | i
COC(=O)N/N=C/c1cn(CCOc2ccc(OC)cc2)c2ccccc12 | -2 | 0 | i | i | i | -9 | i | i | 10 | i | i
COc1cc(O)c(C(CC(=O)N2CCOCC2)c2cc(OC)c(OC)c(OC)c2)c(OC)c1 (stereo not drawn) | -1 | . | i | . | i | -10 | i | i | -7 | i | i
O=C(O)C1CC=CCC1C(=O)NCCCCc1ccccc1 (stereo not drawn) | -2 | 0 | i | i | i | -15 | i | i | 1 | i | i
CC(Sc1nn(-c2ccc(F)cc2)c(=S)s1)C(=O)c1c(N)n(C)c(=O)n(C)c1=O (stereo not drawn) | 0 | . | i | i | i | 0 | i | i | 1 | i | i
CCCNS(=O)(=O)c1ccc(CCC(=O)N2CCCCC2)cc1 | 1 | 0 | i | i | i | -14 | i | i | 0 | i | i

Single records (already shown). Values in the order: GSK3beta inhib	GSK3A inh	RGS4 block	PolyA inhibitor	KCNQ1 inh	hERG protect	RGS4 act	KCNQ1 act	DYRK1A inh	KCNK9 inh	KCNK3 inh
Entry for Cc1ccc(-n2ccc(=O)c(C(=O)Nc3ccc(S(=O)(=O)Nc4nccs4)cc3)n2)cc1 : 12	-2	i	i	i	-1	i	i	-4	i	i
Entry for CC(Sc1nn(-c2ccc(F)cc2)c(=S)s1)C(=O)c1c(N)n(C)c(=O)n(C)c1=O (stereo not drawn) : 0	.	i	i	i	0	i	i	1	i	i
Entry for O=C(O)C1CC=CCC1C(=O)NCCCCc1ccccc1 (stereo not drawn) : -2	0	i	i	i	-15	i	i	1	i	i
Entry for Cc1cc(N2CCOCC2)n2nc(C(F)(F)F)c(-c3ccccc3)c2n1 : -3	0	i	i	i	-7	i	i	-2	i	i
Entry for C/C(CC(=O)Nc1c(Cl)cccc1C(F)(F)F)=N\NC(=O)c1cnccn1 : -5	-2	i	i	i	-5	i	i	2	i	i

Additional structures.
SMILES | GSK3beta inhib | GSK3A inh | RGS4 block | PolyA inhibitor | KCNQ1 inh | hERG protect | RGS4 act | KCNQ1 act | DYRK1A inh | KCNK9 inh | KCNK3 inh
COc1ccc(N2C(=O)/C(=C\c3ccco3)N=C2SCC(=O)NC(C)C)cc1Cl | 5 | 11 | i | i | i | -5 | i | i | -2 | -12* | i
CCC(=O)O/N=C(\N)c1ccc(Oc2cc(C)c(Cl)c(C)c2)c([N+](=O)[O-])c1 | 2 | -2 | i | i | i | -10 | i | i | -11 | i | i
COc1ccc(-n2ccc(=O)c(C(=O)Nc3ccc(S(=O)(=O)Nc4nccs4)cc3)n2)cc1 | 1 | 0 | i | i | i | -7 | i | i | 5 | i | i
CCNC(=S)NNC(=O)c1cc(-c2cccnc2)nc2ccccc12 | 3 | -1 | i | i | i | -10 | i | i | . | i | i
COCCn1nnnc1C(c1ccc2ncccc2c1)N1CCc2ccccc21 (stereo not drawn) | 1 | -3 | i | i | i | -4 | i | i | -1 | i | i
COCCn1c(=O)[nH]c2cc(C(=O)NCCN3CCN(c4ccc(OC)cc4)CC3)ccc2c1=O | 2 | 0 | i | i | i | -10 | i | i | 4 | i | i
Cc1cccc(C)c1NC(=O)NC1(C(=O)NCCN2CCOCC2)CCCCC1 | 0 | -5 | i | i | i | -19 | i | i | 5 | i | i
O=[N+]([O-])c1ccc(N/N=C/c2sc(N3CCOCC3)nc2-c2ccccc2)c(S(=O)(=O)Nc2ccc(Cl)cc2)c1 | 3 | . | i | i | 11* | -18 | -7.5* | i | 0 | i | i
CSc1ncccc1C(=O)Nc1ccc(C)cn1 | -3 | -1 | i | i | i | -8 | i | i | 6 | i | i
O=S(=O)(Cc1ncc(C(F)(F)F)cc1Cl)c1ccccc1 | -1 | -2 | i | i | i | -6 | i | i | -1 | i | i
Cc1ccc(NC(=O)COC(=O)CNC(=O)C2CCCCC2)c(Br)c1 | 0 | -1 | i | i | i | -7 | i | i | -1 | i | i
CCOc1ccc(S(=O)(=O)Nc2ccc(C(=O)NN)cc2)cc1 | 3 | -5 | i | i | i | -8 | i | i | -9 | i | i
CC(=O)c1cccc(NC(=O)COC(=O)c2n[nH]c3ccccc23)c1 | 0 | -4 | i | i | i | -8 | i | i | . | i | i

Compound activity from PubChem.

Not all compounds are listed. The share of hits here may be higher or lower than overall.
